# From PubChem BioAssay
# All columns: NCI-60 one-dose screen, growth in % after 48 h at 10 µM unless noted; 100 = growth as untreated, 0 = no growth, -100 = all killed.
# OVCAR-4: OVCAR-4 ovarian cancer cells; actives 3.7% (n = 80,000)
# A498: A498 renal cancer cells | actives 5.4% (n = 76,000)
# OVCAR-5: OVCAR-5 ovarian cancer; actives 2.9% (n = 82,000); AID 1794783
# SK-OV-3: SK-OV-3 ovarian cancer cells; actives 3.2% (n = 80,000); AID 1794785
# RXF 393: RXF 393 renal cancer cells | actives 6.9% (n = 77,000) | AID 1794773
# OVCAR-3: OVCAR-3 ovarian cancer; actives 7% (n = 79,000)
# ACHN: ACHN renal cancer. actives 4.9% (n = 81,000). AID 1794771
# IGROV1: IGROV1 ovarian cancer; actives 4.7% (n = 79,000); AID 1794786
# OVCAR-8: OVCAR-8 ovarian cancer; actives 4.4% (n = 81,000); AID 1794782
# * hit, by the source's call; · = no result given; & = joins results of further samples; [ ] = dose if it differs, or a comment. The calls were made as follows: active = growth percent below 10; inactive = the rest.
SMILES,OVCAR-4,A498,OVCAR-5,SK-OV-3,RXF 393,OVCAR-3,ACHN,IGROV1,OVCAR-8
COc1ccc(C(=O)C2C(c3ccc(Br)cc3)CN(C)C23C(=O)c2ccccc2C3=O)cc1 (centres undefined),97,109,101,100,101,93,94,72,99
COc1ccc(Nc2nc(C)c(/C(C)=N\NC(=S)NC3CCCCC3)s2)cc1,95,78,97,·,48,102,73,91,74
Cc1cccc(Nc2c(O)nc[nH]c2=O)c1,102,78,101,112,110,109,101,119,103
CCOC(=O)COc1ccc2c(c1)O/C(=C\c1cccc(OC)c1)C2=O,102,100,96,119,101,107,101,106,100
CCOC(=O)c1nc2c3ccccc3ccn2c1C(=O)OC,·,64,90,94,94,106,94,94,100
CCOC(=O)N1CCOCC1,93,108,102,103,107,108,96,139,96
O=C(O)c1ccc(NC(=O)c2ccc(Nc3ccnc(C(F)(F)F)c3)cc2)cc1,103,105,107,99,98,104,99,105,102
COc1nc2c(c(=O)n1C)CN(c1ccccc1)C(=O)CN2C,53[100 µM],61[100 µM],80[100 µM],62[100 µM],60[100 µM],56[100 µM],46[100 µM],38[100 µM],47[100 µM]
OC1(c2ccccc2)C(c2ccccc2)=C(c2ccccc2)c2ccccc21 (centres undefined),68,120,66,74,62,77,82,66,72
Cc1cccc(C)c1N1CCN(CC(O)COc2ccc3c(C)cc(=O)oc3c2)CC1 (centres undefined),116,76,98,100,92,61,93,100,·
NCCCN1CCN(CCCN)CC1,117,119,·,113,110,105,109,110,99
COC(=O)[C@]12CCC(C)(C)C[C@H]1[C@H]1/C(=N/OCCc3nn[nH]n3)C[C@@H]3[C@@]4(C)CC[C@H](OC(C)=O)C(C)(C)[C@@H]4CC[C@@]3(C)[C@]1(C)CC2,25,-19*,74,59,70,32,33,31,30
CCOC(=O)CNN,106,80,112,108,108,108,119,112,96
CC[C@H]1OC(=O)[C@H](C)[C@@H](O[C@H]2C[C@@](C)(OC)[C@@H](O)[C@H](C)O2)[C@H](C)[C@@H](O[C@@H]2O[C@H](C)C[C@H](N(C)C)[C@H]2O)[C@](C)(O)C[C@@H](C)C(=O)[C@H](C)[C@@H](O)[C@]1(C)O,104&110,109&122,109&101,111&102,111&115,118&131,96&107,92&99,105&102
COC(=O)c1cc2oc(/C=C3/SC(=S)N(N)C3=O)cc2n1Cc1ccccc1,51,-76*,73,98,-19*,55,48,·,31
CCC(=O)C(c1ccccn1)C(C)C (centres undefined),96,82,103,104,104,107,·,108,99
CCCCNC(=O)CCCNc1ncnc2c1ncn2-c1ccccc1,98,78,90,103,121,106,91,95,94
COc1ccc2c(c1)CCNC21C(=O)Nc2c(Br)cc(Br)cc21 (centres undefined),95,67,91,84,133,101,94,82,101
O=S(Cc1ccccc1)/C(=C/NC(=S)Nc1ccccc1)c1ccccc1 (centres undefined),98,120,99,91,116,105,97,98,107
COc1ccc(C(=O)C(C(c2ccccc2)N2CCOCC2)N2CCOCC2)cc1 (centres undefined),96,106,99,94,104,111,98,103,96
OC1CCCc2ccccc21 (centres undefined),99,120,100,99,·,110,98,97,·
CCCCNC1=C(OCC)C(=O)c2ccccc2C1=O,94,37,150,119,93,98,105,115,101
CC(/C=C/c1ccccc1)=N\N,97,100,99,92,106,104,100,109,99
COc1cc(-c2cc(-c3nc4ccccc4[nH]3)[nH]n2)cc(OC)c1OC,44,17,94,42,49,34,39,47,·
CN(C)c1ccc(/C=C(\C#N)c2nc(N)nc(Nc3ccc(S(N)(=O)=O)cc3)n2)cc1,87,78,98,128,61,88,82,72,68
CCC(C)NCCCCCO (centres undefined),100,106,100,99,104,104,98,105,97
COc1ccc(-c2c(C#N)c(-c3ccc(Cl)cc3)nc3c2c(-c2ccccc2)nn3-c2ccccc2)cc1OC,95,113,90,109,109,108,107,117,98
O=C(Nc1ccccc1)c1ccco1,100,·,110,103,123,114,107,105,101
CC(C)(CO)C(O)C(=O)NCCS(=O)(=O)Nc1ccc(Cl)cc1 (centres undefined),112,91,95,99,100,111,109,106,99
O=c1c(Cc2ccc(F)cc2)cc(-c2ccccc2)nn1Cc1ccccc1,69,84,93,93,71,75,76,84,84
Clc1cnc(OC2CCNC2)nc1-n1cnc2ccccc21 (centres undefined),112,89,108,98,104,93,91,106,95
COc1ccc(-c2nc3sccn3c2-c2cc(-c3ccc(C(C)(C)C)cc3)on2)cc1,94,102,94,101,88,93,102,104,109
C[C@@H]1CC[C@]2(C)[C@H](CCC(=O)[C@H]2C)[C@@]1(C)CCc1ccoc1,113,112,106,103,109,110,109,98,97
CCOC(=O)c1cc(-c2ccc(Br)cc2)n(-c2ccc(S(N)(=O)=O)cc2)n1,97,76,105,97,100,99,99,92,98
CC1(C)N=C(N)N=C(N)N1c1ccc(OCCOc2ccc(NC(=O)CBr)cc2)cc1,111,98,81,115,77,112,98,38,92
c1ccc(C(=C(c2ccc(OCCN3CCCCCC3)cc2)c2ccc(OCCN3CCCCCC3)cc2)C2CCCC2)cc1,102,112,98,84,99,104,107,111,101
COC(=O)CNC(=O)C(=O)c1c(O)c(O)c(C(C)C)c2cc(C)c(-c3c(C)cc4c(C(C)C)c(O)c(O)c(C(=O)C(=O)NCC(=O)OC)c4c3O)c(O)c12,-5.2*,28,30,6.7*,54,18,3.3*,21,13
C#CCN1C(=O)c2cccc3c(-c4ccc(-c5nc6c7ccccc7c7ccccc7c6[nH]5)cc4)ccc(c23)C1=O,97,101,90,102,·,92,104,94,101
O=c1c2ccccc2oc2ccc(OCCCCCCN3CCCCCC3)cc12,47,70,59,72,37,60,66,46,50
CC(C)(C)N1Oc2cncc(Br)c2C1c1ccccc1 (centres undefined),116,97,100,115,116,104,106,107,104
C=C(C)[C@@H]1CC[C@]2(C(=O)O)CC[C@]3(C)[C@H](CC[C@@H]4[C@@]5(C)C[C@@H](Cc6cn(CCO[C@@H]7O[C@H](COC(C)=O)[C@H](OC(C)=O)[C@H](OC(C)=O)[C@H]7OC(C)=O)nn6)[C@H](O)C(C)(C)[C@@H]5CC[C@]43C)[C@@H]12,73,70,97,81,78,67,86,59,78
CC[C@@H](c1ccc(O)cc1)[C@@H](CC)c1ccc(O)cc1,102,122,98,·,112,107,97,85,106
CCOC(=O)C1(C(=O)OCC)COC(=O)C1CN1Cc2cc3ccccc3nc2C1 (centres undefined),95,103,102,91,83,103,85,95,102
COc1ccc(C(=O)/C=C/c2ccc(Oc3nc4c(c(=O)n(C)c(=O)n4C)n3C)c(OC)c2)cc1,82,84,101,104,105,88,76,105,59
N#Cc1cn(Cc2ccc(Cl)cc2Cl)c(C(=O)c2ccc(Br)cc2)c1N,100,87,92,90,96,105,99,97,85
CS(=O)(=O)c1ccc(C(=O)/C=C/c2cn(-c3ccccc3)nc2-c2ccc(S(C)(=O)=O)cc2)cc1,105,106,99,100,·,107,102,105,100
O=C(NCc1ccc(Cl)cc1Cl)C1CSC2c3ccccc3C(=O)N12 (centres undefined),107,102,105,103,105,108,100,101,98
Cc1ccc(C(=O)NN2C(=O)CSC2c2cccs2)cn1 (centres undefined),100,111,100,112,103,85,103,81,·
Cc1nc2cccc(CCCCCC(=O)NO)c2c(=O)n1-c1ccccc1,93,93,76,102,100,93,90,97,91
CC(C)=C[C@@H]1C[C@H](O)Cc2cc(Cl)ccc2N1,99,95,102,116,121,112,105,92,109
O=C(c1ccc(O)cc1)C1[C@H](c2ccc(Br)cc2)[C@@H](c2ccccc2)NC12C(=O)Nc1ccc(Cl)cc12 (some centres undefined),95,92,101,101,114,100,96,88,100
CCN(CC)CCCCCCNc1cc(C)cc2ccc(C)nc12,87,83,96,96,95,92,101,101,105
O=C1C(=O)N(CCCCn2cc(-c3ccccc3)nn2)c2ccc(Cl)cc21,91,94,99,85,·,99,98,82,104
CCOC(=O)/C(C)=C\c1ccccc1,·,113,110,110,113,112,108,89,101
C=C1CCC2C3(C)COC(c4ccccc4)OC3CCC2(C)C1CC(Sc1ccccc1)C1=CCOC1=O (centres undefined),50,140,59,120,73,44,65,58,13
O=C1C(=O)N(CCO)c2ccc(F)cc21,95,·,103,·,110,109,96,101,106
O=C(O)c1cccc([N+](=O)[O-])c1/C=C/c1ccc(Cl)cc1,104,88,110,89,110,104,113,106,99
O=C1CSc2nnc(CCC(=O)c3nc4ccccc4[nH]3)n2N1,106,107,101,102,122,108,96,94,104
O=C(Nc1cc(F)ccc1F)c1cc2c(=O)n3ccccc3nc2s1,107,89,113,119,111,104,110,112,112
O=C(NCCCCCCNC(=O)c1ccccc1)c1ccccc1,99,84,87,119,·,115,89,111,100

# Going on with the list.
SMILES,OVCAR-4,A498,OVCAR-5,SK-OV-3,RXF 393,OVCAR-3,ACHN,IGROV1,OVCAR-8
CC1(C)[C@H](CC(=O)O)C[C@@H]1N,113,·,114,108,107,105,110,108,103
ClC1c2ccccc2CCc2ccccc21,86,102,86,91,111,100,96,72,95
Cc1nc2ccccc2n1CC1NC(=S)NC1=O (centres undefined),105,80,100,105,113,107,101,106,99
Nc1nc2c(c3ncccc13)C(c1cccc(Br)c1)Cc1ncccc1-2 (centres undefined),58,-15*,51,16,-7.5*,-8.6*,43,42,27
O=C1NC(=S)S/C1=C/c1ccc(/C=C2/SC(=S)NC2=O)cc1,108,106,93,88,110,105,98,91,103
CC1OC(OC2C(OC3C[C@@]4(C)C(C[C@H](O)[C@H]5[C@H](C6(C)CCC(C(C)(C)O)O6)CCC54C)[C@]4(C)CC[C@@H](O)C(C)(C)C34)OC(CO)C(O)C2O)C(O)C(O)C1O (some centres undefined) (tested in a mixture with another compound),107,·,106,106,30,120,102,85,·
NCCc1cnc[nH]1,113,111,100,121,119,131,102,108,108
CC(C(=O)NCc1cccnc1)c1ccc(Nc2ccnc(C(F)(F)F)c2)cc1 (centres undefined),86,90,107,105,128,101,96,117,91
Cc1nc(N)nc(N)c1[N+](=O)[O-],93,·,92,97,137,114,98,99,94
O=C(O)c1cccc(C(F)(F)F)c1,105,99,93,113,114,110,99,119,104
O=C(N/N=C/c1ccco1)c1[nH]c2ccc(Br)cc2c1-c1ccccc1,59,·,37,36,62,21,29,18,5.2*
O=C1NN(c2ccccc2)C(c2ccc(Cl)cc2)N2CCC[C@H]12 (some centres undefined),96,84,103,107,108,93,106,99,98
COc1ccc2oc(=O)cc(Cn3nnc(C(=O)O)c3C)c2c1,100,78,100,98,110,102,97,107,92
O=C(NN1CCCCC1)NN1CCCCC1,102,105,106,99,113,118,104,97,106
COC12C=C/C(=C(/C(=O)OCc3ccncc3)C(=O)CCCCCCCCC3(OC)C=C/C(=C(/C(=O)OCc4ccncc4)C(=O)CCCCCCCC1)O3)O2,-2.3*,-88*,-21*,40,-83*,-74*,-64*,-32*,15
COc1cccc2c1C(=O)c1c(O)c3c(c(O)c1C2=O)C[C@@](O)(C(=O)CO)C[C@@H]3OC1CC(OC(C)=O)C(OC(C)=O)C(C)O1 (some centres undefined),-4.7*,-19*,1.3*,-10*,-31*,-41*,-92*,·,0.8*
C[C@]12CC[C@@H]3c4ccc(OS(=O)(=O)O)cc4CC[C@H]3[C@@H]1CC[C@@H]2NS(=O)(=O)c1cccc(Br)c1,67,78,90,85,42,61,58,·,69
COC(=O)CC1CC1CCn1c(-c2ccc(F)cc2)c(-c2ccccc2)c(C(=O)Nc2ccccc2)c1C(C)C (centres undefined),93,68,100,109,97,·,88,79,91
O=C(O)Cn1c(O)c(C=C2N=c3ccccc3=N2)sc1=S,98,100,98,104,96,102,99,98,98
CC(C)(C)c1ccc2oc(=O)cc(Cn3cc(CSc4nc5cc(Cl)ccc5o4)nn3)c2c1,101,94,114,79,112,102,105,93,100
